# Assay outcomes: PubChem BioAssay, several laboratories
# Ba/F3 V617F tox: reduced viability of JAK2V617F-dependent Ba/F3 cells, primary screen, JAK2V617F inhibitor project, cell-based, Ba/F3 EpoR-JAK2V617F, luminescence; ATP luminescence; inhibition, % at 5.6 µM; hit rate 1.1% among 220,000; AID 1446, 2008;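 active means inhibition above the campaign mean plus 3 SD over all tested compounds, cut at about 24% in these data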;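 further: cytokine-independent growth of Ba/F3 cells driven by EpoR plus mutant JAK2; 0% = DMSO-treated cells and 100% = JAK inhibitor I control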
# p97 ATPase inh: inhibitors of human p97 ATPase, primary screen, biochemical | hit rate 0.42% among 220,000 | inhibition, % at 8 µM | recombinant p97 ATPase, Kinase-Glo ATP luminescence, 3 h | Transitional endoplasmic reticulum ATPase (Homo sapiens), P55072 | AID 1481, 2009; in the data active means inhibition above about 15%;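 further: 0% = DMSO vehicle and 100% = wells lacking enzyme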
# Furin inh: human furin inhibitors, primary screen, biochemical, fluorescence intensity | P09958 | purified furin, fluorogenic substrate cleavage | inhibition, % at 30 µM | hit rate 0.061% among 220,000 | AID 463115, 2010; in the data active means inhibition above about 25%; further: inactives centre near -15
# Target sequence (P09958 108-714 limits assumed): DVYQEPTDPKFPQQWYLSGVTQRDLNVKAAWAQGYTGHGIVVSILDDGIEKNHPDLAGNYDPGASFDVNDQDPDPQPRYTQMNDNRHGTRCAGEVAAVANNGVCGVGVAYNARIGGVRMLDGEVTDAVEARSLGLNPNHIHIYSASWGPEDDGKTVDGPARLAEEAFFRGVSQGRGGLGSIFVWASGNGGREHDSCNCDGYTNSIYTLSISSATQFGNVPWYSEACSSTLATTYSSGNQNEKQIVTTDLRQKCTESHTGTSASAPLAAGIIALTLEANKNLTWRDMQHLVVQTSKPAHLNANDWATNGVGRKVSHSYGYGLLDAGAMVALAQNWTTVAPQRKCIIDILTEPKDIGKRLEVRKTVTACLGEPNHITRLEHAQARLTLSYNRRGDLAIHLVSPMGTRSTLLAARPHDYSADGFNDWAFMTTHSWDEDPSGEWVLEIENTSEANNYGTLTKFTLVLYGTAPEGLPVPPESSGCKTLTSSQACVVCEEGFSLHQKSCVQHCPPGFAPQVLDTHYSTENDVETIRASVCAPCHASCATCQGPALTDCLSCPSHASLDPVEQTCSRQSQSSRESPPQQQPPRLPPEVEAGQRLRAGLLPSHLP
# RBBP9 inh: human RBBP9 inhibitors, primary screen, biochemical, fluorescence polarization, FP-Rh probe, HTS | hit rate 0.2% among 220,000 | recombinant RBBP9 | inhibition, % at 7.94 µM;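 active means inhibition above the campaign mean of all tested compounds plus 3 SD, cut at about 14% in these data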;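 further: plate controls were DMSO wells with RBBP9 for no effect and wells lacking RBBP9 protein for full effect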
#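 System: RBBP9 protein / Buffer or medium: Tris/NaCl buffer pH 8.0 with 0.1% Pluronic / Probe or stimulus: Serine-hydrolase probe FP-Rh, 375 nM pre-mixing / Dosing: 7.94 µM single dose, 0.794% DMSO / Times: enzyme-compound preincubation 30 min, then probe labeling 45 min, 25 °C / Technique: fluorescence polarization (mP), excitation 525 nm, emission 598 nm / Replication: singlicate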
# TbHK1 inh: Trypanosoma brucei hexokinase 1 inhibitors, primary screen, biochemical, G6PDH-coupled NADH absorbance, MLSCN library; hexokinase 1 [Trypanosoma brucei]; recombinant TbHK1, G6PDH-coupled NADH A340; hit rate 0.11% among 220,000; inhibition, % at 10 µM;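 active means inhibition of 50% or more in the single-dose primary screen; inactive means inhibition below 50%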
# BaF3 parental: parental Ba/F3 cell viability inhibition, counter-screen for JAK2V617F inhibitor project, murine pro-B, CellTiter-Glo luminescence; CellTiter-Glo ATP luminescence; inhibition, % at 5.6 µM; hit rate 1.1% among 220,000;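 active means inhibition above a per-campaign cutoff, the mean inhibition of all tested compounds plus 3 SD, cut at about 27% in these data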;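 further: 0% = DMSO wells and 100% = JAK Inhibitor I control wells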
# NCF1 inh: p47phox/p22phox peptide binding inhibitors, primary screen, biochemical, uHTS, NADPH oxidase regulatory subunit | inhibition, % at 24.7 µM | hit rate 0.53% among 220,000 | Neutrophil cytosol factor 1 (Homo sapiens), P14598 | AID 1274, 2008 | fluorescence polarization, 2 h;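 active means inhibition above about 30%, limit read from the data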;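 further: 0% = p47phox with labelled peptide and 100% = labelled peptide alone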
# PPC-1+TRAIL kill: compounds killing PPC-1 cancer cells with TRAIL present, primary screen, TRAIL potentiator project, ATPLite luminescence, uHTS | hit rate 0.41% among 220,000 | cell killing (% activity), % at 4 µM | PPC-1 cells + TRAIL, ATPLite viability luminescence | AID 1443, 2008;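 active means cell killing above 50% in the first pass at 4 µM, then a duplicate retest at 5 µM averaging 50% or more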;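 further: plate controls were cells with TRAIL plus DMSO for no effect and medium-only wells lacking cells for full effect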
# EP2 antag: human EP2 receptor antagonists, primary screen, TR-FRET cAMP, C6 glioma cells. C6 glioma cells expressing human EP2; cells stimulated with saturating PGE2. inhibition, % at 25 µM. hit rate 0.52% among 260,000;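 active means percent inhibition above 40 after rounding to a whole number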;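 further: rat C6 glioma host cells with rolipram phosphodiesterase inhibitor present; the protocol text gives 20 µM as final concentration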
# Target sequence (P43116 whole entry, looked up): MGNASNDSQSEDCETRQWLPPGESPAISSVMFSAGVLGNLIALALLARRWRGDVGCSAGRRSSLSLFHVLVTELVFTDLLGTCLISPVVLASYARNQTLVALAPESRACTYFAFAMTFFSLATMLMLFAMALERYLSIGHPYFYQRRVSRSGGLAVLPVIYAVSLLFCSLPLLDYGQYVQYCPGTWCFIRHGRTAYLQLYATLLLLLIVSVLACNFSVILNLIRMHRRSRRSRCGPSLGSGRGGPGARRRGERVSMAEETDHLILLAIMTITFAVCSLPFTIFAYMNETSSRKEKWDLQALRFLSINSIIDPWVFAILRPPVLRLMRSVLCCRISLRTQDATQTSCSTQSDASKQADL
# Numbers without * were called inactive; · = no result given; [ ] = dose if it differs, or a comment. This is a subset; rates above refer to the full screens.
# Every second line gives: Ba/F3 V617F tox, p97 ATPase inh, Furin inh, RBBP9 inh, TbHK1 inh, BaF3 parental, NCF1 inh, PPC-1+TRAIL kill, EP2 antag
COc1ccc(-c2nc(CSCC(=O)NC3CCCc4ccccc43)c(C)o2)cc1 (stereo unspecified)
  -2, -5, -7[20 µM], 2, -2, 3, 3, 9, 6
CCn1c(C)cc(/C=C2\NC(=O)N(CC(=O)Nc3ccc(F)cc3)C2=O)c1C
  1, -1, -13, -11, 4, 0, 2, 18, 3
COc1ccc(OC)c(C2C(C(C)=O)=C(O)C(=O)N2Cc2cccnc2)c1 (stereo unspecified)
  0, 2, -7, 1, -23, 4, 0, -2, 12
Cc1ccc(CCN2C(=O)CCC2(C)C(=O)NC2CCCC2)cc1 (stereo unspecified)
  -2, 2, -11, 1, 1, -1, 0, -2, 6
COc1ccc(C(=O)c2c(C(F)(F)F)oc3c2C(=O)c2ccccc2C3=O)cc1OC
  3, 2, -12[20 µM], 3, -17, 5, -15, 40, 25
Cc1nn(Cc2ccc(Cl)cc2)c(C)c1NC(=O)C(c1ccccc1)c1ccccc1
  -4, 2, -20, -5, 35, 2, -14, 8, 7
Nc1ncc(-n2cncn2)c(-c2ccccc2)n1
  -6, 2, -19, -5, -4, 0, 3, 2, 5
CCOC(=O)C1CCCN(Cc2c(F)cccc2Cl)C1 (stereo unspecified)
  -4, -2, -20[20 µM], -5, -1, 0, 3, 1, 8
Cc1oc(-c2cc(F)cc(F)c2)nc1CN1CCSCC1
  -3, 2, -16, -4, 2, 1, 3, 11, 3
Cc1cc(C(=O)COc2ncnc3sccc23)c(C)n1C1CC1
  0, 6, -28, -2, -2, 4, -12, 7, 19
O=C(c1ccco1)N1CCN(C(=O)C2CCN(S(=O)(=O)c3cccs3)CC2)CC1
  -1, 4, -31, -10, 6, 4, -6, 16, 5
CC(C)N(Cc1nnc(-c2ccccc2Cl)o1)C(=O)c1cccc(C#N)c1
  -5, 1, -6, -2, -8, 1, ·, -3, ·
CCCCOc1ccc(CC(=O)NCC(=O)O)cc1
  -2, 5, -10, 2, 4, 4, -1, 28, -1
Cc1ccc(C(=O)N/C(=C\c2ccc(C)o2)C(=O)O)cc1
  -2, 5, -12, -7, -22, -2, 1, 11, 6
CCOC(=O)CNC(=O)Cn1c(C)cc2ccccc2c1=O
  0, 1, -10[20 µM], -2, -8, 0, 2, 5, 4
O=C(CCCC(=O)N(CC(=O)NC1CCCCC1)Cc1ccc2c(c1)OCO2)Nc1ccccn1
  1, -6, -27[20 µM], -4, -3, 5, 4, 2, 5
O=C(Cc1ccccc1)NCCc1ccc(Cl)cc1Cl
  -1, 1, -8, -3, 26, 8, -10, 16, 10
COc1ccc2cc3c(N)nn(C(=O)Cc4ccccc4OC)c3nc2c1
  4, -12, 2, -5, -36, 9, -14, -13, 13
COc1cccc(-n2nnc3c(=O)n(CC(=O)Nc4ccc(C)cc4)cnc32)c1
  0, 3, -30, -4, -5, 13, -5, 15, 6
COCCNC(=O)C(c1ccc(C)o1)N(C(=O)c1snc(C(N)=O)c1N)c1ccc(C)c(C)c1 (stereo unspecified)
  0, 2, -15, -7, -23, 3, -15, 27, 16
Oc1ccc(C2C(c3ccccc3)=NN=C(c3ccccc3F)N2O)c(O)c1 (stereo unspecified)
  0, 1, -3, -7, -11, 3, -2, 19, 20
COc1ccc(NC(=O)CSc2nc(C)cc(C)n2)cc1
  -1, -7, -26[20 µM], 0, -4, 2, 1, 12, 10
Nn1c(SCc2nc3ccccn3c2Br)nnc1-c1cccnc1
  1, 3, -22, -6, -2, 5, 57*, 20, 8
COc1cc2c(cc1OC)-c1nnc(C)n1C1(CCCC1)C2
  -4, 4, -30, -7, 1, 3, 13, 0, 6
O=C1NN(c2ccc(F)cc2)C(=O)/C1=C\c1cnn(-c2ccccc2)c1
  -3, 3, -5, -7, -6, 0, 2, 22, 5
Cc1nc(N2CCOCC2)c2c3c(sc2n1)CCC3
  1, 2, -27, 2, 0, 2, 0, -4, 8
Cc1nn(CCCC(=O)NCCc2ccccc2)c(C)c1[N+](=O)[O-]
  3, -6, -14, -9, 2, 3, -3, 29, 1
CCCC1=Nc2cc(C(=O)NCCCOCC)ccc2Sc2ccccc21
  93*, -7, 2[20 µM], 5, -8, 91*, -10, -6, 6
Cc1ccccc1OCCC(=O)Nc1c(C)n(C)n(-c2ccccc2)c1=O
  -1, 3, -26, -7, 2, 3, -7, ·, 4
O=[N+]([O-])c1ccc(N(c2ccccc2)c2ccccc2)cc1
  0, 1, -26, -1, 14, 2, -11, 8, 7
Cc1ccc(-c2cc(C(=O)N/N=C/c3c(C)nn(-c4ccccc4)c3C)n[nH]2)s1
  74*, 1, -10, -15, -6, 82*, -24, 11, 8
CNC(=S)NNc1nc(C)cc(C)n1
  5, 0, -14, -6, 3, 0, -1, 5, 8
CCC(=O)N(CCN1CCOCC1)Cc1cc2cc3c(cc2nc1Cl)OCO3
  2, -3, -18, -8, -25, 3, -5, 18, 10
CC1=NN(/C(=N\c2nnc(C)s2)Nc2ccc(C)cc2)[C@H](c2ccc(C)cc2)S1
  4, 1, -7[20 µM], -1, -6, 7, -11, 19, 9
O=C(NN=C1CCCCCCCCCCC1)c1ccncc1
  -3, 7, -29, 0, -7, 0, 4, 11, 10
O=S(=O)(NCc1ccccc1)c1cccs1
  -2, 1, -22[20 µM], -6, -8, 1, 0, -11, 15
Cc1sc2nc(SCC(=O)N(CCO)CCO)nc(N)c2c1C
  4, -1, -17, -5, 9, 3, ·, 17, 4
CC(/C=C/C1(O)C(C)CC(O)CC1(C)C)OC1OC(CO)C(O)C(O)C1O (stereo unspecified)
  ·, ·, -31, ·, 4, ·, -4, -13, 15
O=C(CN1C(=O)NC2(CCCC2)C1=O)Nc1ccccc1F
  2, -4, -1[20 µM], -3, -4, 4, -8, 3, 1
COc1ccc(CNS(=O)(=O)NCc2ccc(OC)c(OC)c2)cc1OC
  5, 1, -19, 8, -2, 9, -1, -7, 8
CC(C)OC(=O)C(CC(=O)O)N1CCOCC1 (stereo unspecified)
  0, -1, -29[20 µM], 5, -2, -1, -1, -4, 1
CCOC(=O)c1sc(SCC(=O)Nc2ccc(N(C)C)cc2)nc1N
  3, 1, -5, -7, -25, 6, -3, 34, 7
CCOc1ccccc1OCC(=O)NN1Cc2ccccc2C1=N
  -1, 0, 0[20 µM], -7, 0, 2, 3, 13, 19
CC(=O)Nc1cccc(OCCCNC(=O)c2cccc3ccccc23)c1
  -3, 11, -2, 5, -8, 2, 13, 6, 8
CCOC(=O)Cc1csc(NC(=O)Cc2ccc(Cl)cc2)n1
  4, -6, -3, -14, -3, 7, 10, 8, 10
CCCCN(CC)CCCNC(=O)Cn1nc(Cc2ccncc2)c2ccccc2c1=O
  -3, 4, -15, -4, 4, 2, -8, -19, 11
CN(C)CCCNS(=O)(=O)c1cc(Cl)c(Cl)cc1Cl
  -3, 0, -10, -14, 1, -1, -11, 17, 16
NC(=O)[C@H]1CC2(CC(c3cccc(NC(=O)COc4ccc(Cl)cc4)c3)=NO2)CN1C(=O)c1ccc(Cl)cc1 (stereo partly specified)
  ·, ·, -15, ·, -10, ·, -28, 32, 13
COc1ccc(-c2nn(-c3ccccc3)cc2/C=C\C(=O)Nc2ccc(C(=O)O)cc2)cc1
  -1, 3, -25, -37, -8, 3, -35, -2, 3
Cc1ccc(Nc2nc(N)nc(CN3CCN(c4ccccc4)CC3)n2)cc1Cl
  7, -4, -4, -6, 4, 10, -19, 15, 5
CCn1ncc(NC(=S)NCCc2ccc(OC)c(OC)c2)c1C(N)=O
  1, 5, -5, -6, -3, 10, -7, -6, 8
Cc1ccc2c(c1)N(C(C)C(=O)NCc1ccc3c(c1)OCO3)C(=O)CO2 (stereo unspecified)
  -4, 5, -18, 11, -5, -1, 2, 8, 4
C/C(=N\Nc1ccc(Cl)c(C(=O)O)c1)c1cccc([N+](=O)[O-])c1
  1, 2, 2, 2, 2, 3, -15, 26, 6
O=C(CC(NC(=O)OCc1ccccc1)C(=O)O)OCc1ccccc1 (stereo unspecified)
  2, 3, -22, -4, -3, 12, 1, 22, 2
COC(=O)c1ccc(CSc2ccc3nnc(-c4ccc(OC)cc4)n3n2)o1
  0, 1, -11, 0, -5, 6, 0, 18, 10
COC(=O)C1=C(C)Nc2[nH]c(=S)[nH]c(=O)c2C1c1ccc(O)cc1 (stereo unspecified)
  1, 4, -18, -5, -25, -3, -5, 10, 3
Brc1ccc(-c2nnc3ccc(N4CCN(c5ccccc5)CC4)nn23)cc1
  0, 0, -13, 2, -14, 3, -7, -4, 6
COc1ccc(/C=N/c2oc(-c3ccccc3)cc2C#N)cc1
  -4, 4, -19[20 µM], -3, -6, 0, -15, -1, 16
COc1cccc(NC(=O)c2csc3c2CCCC3)c1
  2, 2, -28, -4, 4, 10, -11, 13, 8
CCC(C)NC(=O)Cc1cn(C)c2ccccc12 (stereo unspecified)
  -4, 2, -23[20 µM], -7, -5, 2, -14, -19, 10

# (further entries)
# Every second line gives: Ba/F3 V617F tox, p97 ATPase inh, Furin inh, RBBP9 inh, TbHK1 inh, BaF3 parental, NCF1 inh, PPC-1+TRAIL kill, EP2 antag
COc1ccc(C2C/C(=N\O)C(C)(C)O2)cc1 (stereo unspecified)
  3, 5, -8, 1, -3, 5, -8, 13, 4
Cc1ccc(CNC(=O)c2ccccc2NS(C)(=O)=O)cc1
  0, -2, -23[20 µM], -6, -10, 5, -17, 5, 6
O=C(Cc1cccc2ccccc12)Nc1ccc2oc(-c3ccccc3)nc2c1
  -4, 3, -17[20 µM], 1, -8, 0, -10, 19, 9
COc1cc(OC)c2c(OC)cccc2n1
  0, 4, -27, 0, 22, 6, -14, 14, 6
CC(=O)Nc1ccc(S(=O)(=O)NCC2CCC(C(=O)NCCC(C)C)CC2)cc1 (stereo unspecified)
  2, -6, -14, -11, 8, 2, -3, -2, 17
Cc1ccc(CN2C(=O)CCSc3ccc(Cl)cc32)cc1
  -1, -1, -11[20 µM], 3, 1, -1, -9, 7, 11
CSc1nncc(-c2ccc(F)c(F)c2)n1
  0, 0, -14, -3, 14, 0, -16, 0, 7
Cc1cccc(NC(=O)c2ccccn2)c1C
  -4, 2, -26, -4, -3, 2, 0, 16, 13
O=C(NCCc1c[nH]c2ccccc12)C1CCN(S(=O)(=O)c2ccccc2F)CC1
  1, 2, -16, -3, -4, 8, -8, -11, 3
CCn1c(C)c(C(C)=O)c(N2CCCCC2)nc1=S
  -3, 2, -12, -1, -13, 4, -8, 26, 9
CN(C)CCCN(C(=O)CCOc1ccccc1)c1nc2ccc(F)cc2s1
  26*, 10, -10, 2, 5, 8, -13, 35, 2
c1ccc2c(C3=NNC(=NC4CC4)SC3)c[nH]c2c1
  -3, 7, -1, 3, -24, 2, -5, 19, 6
Cc1ccc(N(CN2C(=O)C3CC=CCC3C2=O)C(=O)c2ccco2)cc1Cl (stereo unspecified)
  -2, 6, -8, 7, 2, 7, 0, 34, 15
O=C(NCc1cccnc1)c1cc(-c2ccc(Cl)cc2)oc1C(F)(F)F
  -3, 0, -11, -6, -6, 4, -8, -4, 5
N#Cc1c(Nc2ccccc2)s[nH]c1=O
  1, 4, -11, -3, -14, -4, -13, 6, 8
